Screening data (PubChem)
GPR55 LPI antagonism – GPR55 antagonists blocking LPI-driven arrestin recruitment, primary screen, imaging, U2OS, beta-arrestin-GFP, LPI agonist (AID 2013); G-protein coupled receptor 55 (Homo sapiens); U2OS GPR55 beta-arrestin-GFP translocation imaging, LPI antagonism; higher % means a stronger effect; inhibition, % at 10 µM, or IC50 in µM where a hit was titrated; actives 0.13% (n = 290,000);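 active means spots per cell inhibited over 60%, with over 100 cells counted and total cytoplasm intensity under 500,000; inconclusive means wells with under 100 cells, flagged as likely toxic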;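 further: U2OS cells stably carrying GPR55 and arrestin-GFP stimulated by 5 µM LPI near EC80; imaged beta-arrestin-GFP aggregate spots per cell after agonist stimulation; plate controls were LPI-stimulated DMSO wells for no effect and DMSO wells without LPI for full effect; some results filed as inactive read as strong as hits; confirmed hits need IC50 under 10 µM and bright autofluorescent wells are also inconclusive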
KOR beta-arrestin-1 – KOR agonists, beta-arrestin recruitment, primary screen, cell-based, luminescence, uHTS (AID 1777); Kappa-type opioid receptor (Homo sapiens); KOR beta-arrestin recruitment, luminescence; higher % means a stronger effect; one-dose activation, % at 10 µM; EC50 in µM for titrated hits; actives 0.02% (n = 280,000); in the data active means activation above about 50%, passing the limit was not always enough; further: a part of the inactive calls stands beside numbers as strong as those of hits
NOD1 NF-kB reporter – NOD1 signaling inhibitors, primary screen, cell-based, luminescence, uHTS (AID 1578). NOD1-driven NF-kB luciferase reporter cells, luminescence; higher % means a stronger effect. one-dose inhibition, % at 4 µM; EC50 in µM for titrated hits. actives 1% (n = 290,000); in the data active means inhibition mostly above about 36%, no sharp cut-off; inactive means mostly below about 34%;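 further: HEK-293T reporter cells stimulated with the NOD1 agonist gamma-tri-DAP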
KOR beta-arrestin-2 – KOR antagonists, beta-arrestin recruitment, cell-based, luminescence, uHTS (AID 1778) | Kappa-type opioid receptor (Homo sapiens) | KOR beta-arrestin recruitment, luminescence, antagonist mode; higher % means a stronger effect | one-dose inhibition, % at 10 µM; IC50 in µM for titrated hits | actives 0.091% (n = 290,000); in the data active means inhibition above about 50%; further: strong numbers were not always called active
HIV fusion peptide – inhibitors of HIV fusion peptide binding, primary screen, biochemical, uHTS, fluorescence dequenching (AID 1986). inhibition, % at 20 µM; hits with a dose series show IC50 in µM. cell-free peptide binding, fluorescence dequenching, 30 min; higher % means a stronger effect. actives 0.3% (n = 290,000); in the data active means inhibition mostly above about 52%, no sharp cut-off; inactive means mostly below about 76%; further: some results filed as inactive read as strong as hits
GPR35 arrestin U2OS – GPR35 antagonists blocking zaprinast-driven arrestin recruitment, primary screen, imaging, U2OS, beta-arrestin-GFP, zaprinast agonist (AID 2058). actives 0.052% (n = 290,000). G-protein coupled receptor 35 (Homo sapiens). U2OS GPR35 beta-arrestin-GFP translocation imaging, zaprinast antagonism; higher % means a stronger effect. one-dose inhibition, % at 10 µM; IC50 in µM for titrated hits;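 active means inhibition of at least 50% with at least 30 cells and total cytoplasm GFP at most 10,000,000; inconclusive means under 30 cells or total GFP of 10,000,000 plus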
NS5 inhibitors – Dengue-2 NS5 methyltransferase inhibitors, primary screen, biochemical, confirmation dose response (AID 588689); Dengue-2 NS5 methyltransferase capping enzyme assay, biochemical; higher % means a stronger effect; inhibition, % at 25 µM; hits with a dose series show IC50 in µM; actives 0.3% (n = 340,000); in the data active means a potency from the dose series; inconclusive means inhibition above about 29% without an active follow-up result
GPR55 activation – GPR55 agonists via beta-arrestin recruitment, primary screen, imaging, U2OS cells, beta-arrestin-GFP redistribution (AID 1961); actives 0.048% (n = 290,000); activation, % at 10 µM; hits with a dose series show EC50 in µM; U2OS GPR55 beta-arrestin-GFP redistribution imaging; higher % means a stronger effect; G-protein coupled receptor 55 (Homo sapiens);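 active means activation above 40% with more than 50 cells counted in the well; inconclusive means wells holding fewer than 50 cells, flagged as toxic or sparse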;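 further: U2OS osteosarcoma cells stably expressing GPR55 and beta-arrestin-GFP; plate controls were DMSO negative control for no effect and LPI positive control for full effect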
West Nile virus CPE – West Nile virus antiviral activity, cell-based, CPE readout (AID 1621). West Nile virus-infected cells, CPE inhibition; higher % means a stronger effect. one-dose CPE inhibition, % at 10 µM; IC50 in µM for titrated hits. actives 0.02% (n = 290,000); in the data active means a potency from the dose series; inconclusive means CPE inhibition mostly from about 3.7% at the one dose, without a potency; inactive means the rest, 99 in 100 with CPE inhibition below about 2.2%; further: strong numbers were not always called active
NS5 inhibitors pilot replicate – second read-out of NS5 inhibitors, no call of its own (marks repeat the call); inhibition, %; measured here: pilot screen replicate inhibition
Active calls of the source: *; ? = inconclusive; nt = not tested or not shown; [ ] = dose if it differs, or a comment. These rows are one share of the data; count on the stated rates, not on these rows.

SMILES | GPR55 LPI antagonism | KOR beta-arrestin-1 | NOD1 NF-kB reporter | KOR beta-arrestin-2 | HIV fusion peptide | GPR35 arrestin U2OS | NS5 inhibitors | GPR55 activation | West Nile virus CPE | others
Cc1ccc(S(=O)(=O)N2CCC(C(=O)Nc3nnc(-c4ccc(F)cc4)s3)CC2)cc1 | 2% | 29% | -18% | 19% | -0.8% | 0% | -6% | 0.2% | -1.1%
CCOC(=O)CSc1ccc2nnc(-c3ccccc3)n2n1 | 8% | -1.3% | -21% | 6% | 1.2% | 3% | 2% | 0.3% | 0.3%
COC(=O)[C@@H]1CC[C@H](C)[C@@H](c2ccc(C)cc2)N1C(=O)c1ccc(/C=N/O[C@H](C)c2cn([C@@H]3COC[C@H]3O)nn2)cc1 | 23% | -2.6% | -4% | 2% | -1.2% | 11% | nt | 0.4% | nt
CCOc1cc(C)nc(Oc2ccc(=O)[nH]n2)n1 | -5% | 2.0% | -4% | 7% | -0.5% | -7% | -1% | 0.2% | -0.5%
O=C(CSCc1ccc(Cl)cc1)N/N=C/c1c(Cl)cccc1Cl | 2% | 29% | 10% | -39% | -0.3% | -11% | -5% | -0.2% | 0.1%
O=C(COc1ncnc2sccc12)N1CCc2ccccc2C1 | -1% | -1.1% | -14% | -12% | 1.3% | 2% | -11% | -0.2% | -0.1%
COc1cc(CN2CCNC(=O)C2CC(=O)NC2CCC2)cc(OC)c1 (stereo unspecified) | -4% | -2.4% | -21% | -18% | -1.2% | -6% | -7% | -0.2% | 0.2%
CC(C)(C)OC(=O)N1CCC[C@H]1C(=O)N/N=C/c1ccc2ncccc2c1 | 1% | 4.1% | -8% | 25% | -1.3% | -6% | -8% | -0.1% | 1.6%
CCOc1ccc(CNC(=S)Nc2ccccc2)cc1Cl | 14% | -2.6% | 2% | -18% | -0.4% | -3% | -6% | -0.1% | -1.7%
CCOP(=O)(OCC)C(Nc1cccc([N+](=O)[O-])c1)c1ccc(N(C)C)cc1 (stereo unspecified) | -8% | -4.8% | -6% | 6% | -1.5% | -10% | nt | -0.3% | 0.0%
O=C(NC(Cc1ccccc1)c1ccc2c(c1)OCCCO2)c1ccccc1F (stereo unspecified) | 15% | -0.3% | -13% | -34% | 2.4% | 8% | -2% | 0.3% | -1.0%
Cc1cccc(N2CCN(S(=O)(=O)c3ccc4c(c3)NC(=O)CO4)CC2)c1C | 14% | 3.3% | 2% | -27% | 3.0% | 10% | 1% | 0.3% | -0.5%
COc1ccc(-c2[nH]ncc2C=O)cc1OC | -6% | 2.4% | -20% | -42% | 0.7% | -5% | 0% | -0.1% | 2.0%
O=Cc1ccc(OC(=O)c2cc(Cl)nc3ccccc23)cc1 | 16% | 3.0% | -38% | -24% | -1.0% | 5% | -17% | 0.2% | 0.6%
CCOC(=O)c1sc(NC(=O)COC(=O)CNC(=O)c2ccco2)c(C(=O)OCC)c1C | -8% | 6.2% | -13% | -34% | -1.8% | -9% | -4% | 0.8% | -0.3%
CCCOc1ccc(/C=C/C(=O)N2CCN(c3ccccn3)CC2)cc1 | 0% | 2.1% | -25% | 0% | -0.4% | -2% | -1% | -0.5% | -1.3%
Cc1c(C#N)c(NC(=O)c2cccc(Cl)c2)n(Cc2ccccc2)c1C | 8% | -3.1% | -6% | 11% | 1.7% | -12% | -1% | 0.1% | -0.1%
COc1ccccc1NC(=O)c1ccccc1NC(=O)c1cccs1 | 13% | -2.3% | -21% | -9% | 0.5% | 10% | -7% | 0.4% | -0.9%
CCOC(=O)c1c(C)[nH]c(C(=O)COC(=O)/C=C/c2cccc(OC)c2OC)c1C | 1% | -3.7% | -10% | -141% | 1.2% | 2% | 4% | -0.2% | -0.2%
Cc1nn(CC(=O)NCCCN2CCOCC2)c(C)c1[N+](=O)[O-] | -2% | -0.3% | -27% | 3% | 1.5% | -6% | -4% | -0.4% | -0.2%
Cc1cc(Nc2ccc(Br)c(C)c2)n2nc(C)nc2n1 | 11% | -2.1% | -8% | -13% | -0.6% | -12% | -1% | -0.1% | 0.0%
O=C(O)CCCn1cc(NC(=O)c2sc3ccccc3c2Cl)cn1 | 14% | -0.9% | -10% | -1% | 1.2% | 13% | -5% | -0.1% | 1.3%
CC(C)C(=O)NC(CC(=O)O)c1ccccc1 (stereo unspecified) | 0% | -6.4% | -5% | 14% | 0.6% | 3% | -7% | 1.1% | 0.2%
CC(=O)[C@H]1[C@@H]2C(=O)N(c3cccc(Cl)c3)C(=O)[C@@H]2[C@H]2c3ccccc3C=CN21 | -12% | 3.3% | -31% | -40% | 30% | -5% | 14% | 0.2% | 0.2%
CC1CC(=O)c2cn3c(nc2C1)nc1ccccc13 (stereo unspecified) | 5% | 1.2% | 7% | -42% | 3.7% | 4% | 7% | 0.1% | 0.0%
The list continues:
SMILES | GPR55 LPI antagonism | KOR beta-arrestin-1 | NOD1 NF-kB reporter | KOR beta-arrestin-2 | HIV fusion peptide | GPR35 arrestin U2OS | NS5 inhibitors | GPR55 activation | West Nile virus CPE | others
COc1ccccc1NC(=O)C1CCCN(c2cnccn2)C1 (stereo unspecified) | 6% | -3.9% | -10% | -38% | 0.9% | -7% | 2% | 0.2% | -0.1%
CN(C)S(=O)(=O)c1cc(NC(=O)CN2CCc3ccccc32)ccc1Cl | -6% | 5.6% | -14% | -57% | 9.6% | -5% | ? | 1.1% | 0.6%
CCC1=Nc2cc(C(=O)NCCN3CCOCC3)ccc2Sc2ccc(C)cc21 | -8% | -6.1% | 19% | 16% | -2.1% | 17% | -10% | -0.1% | 0.2%
CCCCOC(=O)Nc1ccc(OC)cc1S(=O)(=O)N1CCOCC1 | -10% | 2.8% | 1% | -13% | 0.3% | 20% | -4% | 0.3% | -0.1%
c1ccc(OCc2nn3c(-c4ccccn4)nnc3s2)cc1 | -6% | -4.9% | -55% | -47% | -0.8% | 0% | 2% | -1.0% | -0.1%
CCSc1nnc(NC(=O)C2Cc3ccccc3CN2C(=O)c2ccco2)s1 (stereo unspecified) | 5% | -1.5% | -7% | 11% | -4.8% | -2% | 1% | -0.1% | 0.1%
CCOC(=O)c1c(C)[nH]c2ccc(O)cc12 | 8% | -11% | 15% | 8% | -1.5% | 2% | -7% | -0.2% | 0.1%
CCn1c(CCCOc2ccc(Cl)cc2Cl)nnc1SCC(=O)Nc1cc(F)ccc1C | -3% | 1.4% | -36% | 1% | 0.6% | -6% | 1% | -0.1% | -1.0%
COc1cc(C2C(C#N)=C(N)OC3=C2C(=O)CCC3)cc(OC)c1OC(=O)N1CCOCC1 (stereo unspecified) | -1% | 0.0% | 6% | -23% | -3.2% | 0% | 0% | -0.1% | 0.4%
CCCCCC1CC(CC(=O)Nc2ccc([N+](=O)[O-])cc2)C(=O)O1 (stereo unspecified) | -3% | -3.3% | 9% | 36% | 1.3% | 9% | -1% | 0.0% | -0.5%
COc1ccc(NC(C)=O)cc1NC(=O)CSc1nnc(-c2ccncc2)n1C | 12% | -2.3% | -9% | -3% | -0.8% | 11% | 3% | -0.2% | 0.1%
CC(=O)n1cc(/C=N/NC(=O)c2cccc(O)c2)c2ccccc21 | -16% | 3.7% | -4% | -5% | -1.5% | -9% | 3% | -0.1% | -0.8%
C/C(=C\C(=O)c1ccccc1)Nc1ccc2c(c1)OCO2 | 5% | -1.6% | -54% | 19% | 0.1% | 5% | -2% | -0.3% | 0.2%
NC(=O)c1ccsc1NC(=O)CCS(=O)(=O)c1ccccc1 | 4% | -1.0% | 7% | -50%[20 µM] | -1.4% | -2% | -7% | -0.1% | 0.3%
O=C(O)CN(c1ccccc1[N+](=O)[O-])S(=O)(=O)c1ccccc1 | 6% | nt | -11% | -1%[20 µM] | 0.9% | -14% | 0% | -0.1% | 1.2%
O=C1NCCN1c1ccc(CN2CCN(C3CCCCC3)C(CCO)C2)cc1 (stereo unspecified) | 6% | nt | -15% | -6% | 0.5% | 2% | -5% | -0.3% | -0.7%
CCCCn1nnnc1NCc1ccc(N2CCCC2)cc1 | 4% | -0.8% | -22% | 34% | -1.7% | 2% | 0% | -0.1% | 0.1%
Cc1ccc(S(=O)(=O)N2CCOCC2)cc1NC(=O)COC(=O)CCn1c(C)csc1=O | -18% | -4.6% | 7% | -2% | -0.3% | 4% | -2% | -0.1% | -0.1%
COc1cc(/C=C/c2cc(OC(C)=O)c3ccccc3n2)c(OC(C)=O)c([N+](=O)[O-])c1 | -13% | -2.4% | -5% | 3% | 6.4% | 2% | -3% | 0.2% | 0.0% | NS5 inhibitors pilot replicate=-6.1
C/C(CC1CC(COCC(C)C)OC1=O)=N\Nc1nc(-c2ccccc2)cs1 (stereo unspecified) | 8% | -0.2% | -35% | 28% | 1.2% | 9% | 7% | 0.0% | 0.2%
COc1ccc(CN2CCN(C(=O)c3ccc(F)cc3)CC2)c(OC)c1 | -18% | 2.3% | 20% | -23%[20 µM] | -1.7% | 5% | -2% | 1.4% | -1.1% | NS5 inhibitors pilot replicate=-2.7
COC(=O)c1ccc(C(=O)Nc2ccc3c(c2)C(=O)NC3=O)cc1 | 4% | -2.0% | -17% | 18% | -5.1% | -2% | -6% | -0.1% | -0.3%
CC(=O)CSc1nc2ccccc2s1 | 2% | -1.8% | -14% | 23% | 1.9% | -5% | 4% | 0.0% | 0.5%
O=C(O)CC(NCc1ccco1)C(=O)Nc1cccc(O)c1 (stereo unspecified) | 3% | -3.7% | -15% | 12% | -1.0% | 4% | -7% | -0.1% | 0.7%
CCCCNCC(=O)Nc1ccc(NC(=O)CNCCCC)cc1 | 24% | 0.2% | 15% | -19% | -1.7% | -10% | 0% | 0.3% | -0.2%
O=C(CN1CCN(Cc2ccccc2)CC1)NCc1ccc(Cl)cc1 | 12% | -5.9% | -24% | -2% | -0.8% | 21% | 1% | -0.1% | -1.3%
O=C(c1ccc(C#CC2(O)CCCCC2)cc1)N1CCN(Cc2ccccc2)CC1 | -8% | 4.1% | 12% | -7% | 0.1% | -8% | 3% | -0.4% | -0.4%
